Screening data (PubChem BioAssay)
Mm-Cpn inhibitor: inhibitors of Methanococcus maripaludis chaperonin (MmCpn). purified Mm-Cpn ATPase, ADP Transcreener TR-FRET. Potency, µM (highest dose often 76.9 µM), inactives show at the top dose activity, negative = inhibition, usual class: inhibitors. 0.031% of 330,000 active. AID 504842; note: potency is the fitted concentration of half-maximal effect; % is set by controls: 0 for no effect and ±100 for the full control effect; nearly all actives have a fitted effect of over 80% in size
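ATPase turnover read by TR-FRET ADP competition (Eu cryptate antibody/ADP-d2, 665/590 nm): 10uM ATP final, 25nM Mm-CPN final, 30 min 37degC after 10-min compound preincubation, pH 7.4 Tris/KCl/MgCl2/DTT buffer.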
Abeta rescue: restores growth of yeast expressing A-beta42 peptide. Potency, µM (doses to about 46.1 µM), without a hit: at the highest dose growth rescue, most hits filed as activators. AID 1347071. yeast expressing A-beta42, growth rescue, OD600, 48 h; response scale: 0% DMSO, 100% iron-clioquinol control. 0.063% of 410,000 active; note: potency is the fitted concentration of half-maximal effect; nearly all actives have a fitted effect of over 55% in size
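Growth rescue measured by 600 nm absorbance after 48 h yeast culture at 30 C with compound. Values normalized between DMSO and an equimolar ferric chloride plus clioquinol control.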
CCT chaperon mod: changes cytosolic chaperonin activity | purified chaperonin ATPase assay, HTRF ADP detection, 30 min | activity change, % (test concentration not listed), hits read low | 0.3% of 360,000 active; in the data active = activity change below about -30%; note: % is set by controls: 0 for no effect and ±100 for the full control effect
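TRiC at 40 or 20 nM final (batch-dependent) in 30 mM Tris pH 7.4, 100 mM KCl, 5 mM MgCl2, 1 mM DTT, with compound at single 76 uM and 10 uM ATP, 30 min at 37 deg C. ADP detected by HTRF Transcreener, 665/615 ratio.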
Nrf2 activator: activates Nrf2 signaling; AREc32 ARE-luciferase reporter (MCF7-derived line), luminescence, 24 h; Potency, µM (series often up to 46.1 µM), for inactives: at the highest dose activation, hits mostly activators; 0.31% of 410,000 active; note: potency is the fitted concentration of half-maximal effect; % of control where 0% means no effect; nearly all actives have a fitted effect of over 65% in size
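Luciferase luminescence (Steady-Glo, 30 min at room temperature) served as the read-out of ARE activation in AREc32 cells treated with compounds for 24 hr at 37 deg C.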
HepG2 viability: kills HepG2 cells in TGF-b inhibitor counter-screen | HepG2 CAGA-GFP viability, ATP luminescence, 18 h | Potency, µM (titrated, usually from 46.1 µM), for inactives: at the highest dose activity change, negative = cytotoxicity, actives largely listed as cytotoxic | 0.76% of 410,000 active; note: potency is the fitted concentration of half-maximal effect; some results filed as inactive show a strong effect at the top dose
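HepG2 CAGA-GFP cells (1000/well, DMEM with 1% FBS) received compound, then TGF-beta at 500 pg/mL final, and were incubated 18 hours at 37 degrees C. Viability was read by CellTiter-Glo luminescence. Media-only wells were set as complete cell-killing and DMSO as no toxicity.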
TGFb SMAD3 inh: TGF-b pathway inhibition | HepG2 CAGA-GFP TGF-b/SMAD3 reporter, GFP fluorescence, 18 h; TGF-beta stimulated, 500 pg/mL final | Potency, µM (titrated, usually from 46.1 µM), without a hit: at the top dose activity, negative = inhibition, usual class: inhibitors | 1.2% of 410,000 active | AID 588855; note: potency is the fitted concentration of half-maximal effect; % is set by controls: 0 for no effect and ±100 for the full control effect; nearly all actives have a fitted effect of over 65% in size
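Smad-responsive CAGA-GFP expression was quantified in HEPG2 cells exposed to compounds and 500 pg/mL final TGF-beta for 18 h at 37 degrees C; unstimulated wells defined full inhibition.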
Nrf2 block: blocks Nrf2 signaling; A549 ARE-Fluc reporter, luciferase luminescence, 18-24 h; Potency, µM (top dose mostly 46 µM), for the others: at the top dose activity change, negative = inhibition, actives largely listed as inhibitors; 2.1% of 360,000 active; note: potency is the fitted concentration of half-maximal effect; % is set by controls: 0 for no effect and ±100 for the full control effect; nearly all actives have a fitted effect of over 60% in size
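Concentration-response testing used A549 ARE_Fluc cells at 5000 cells/well. Following an 18-24 h compound incubation, viability was read by fluorescence (Ex 405/Em 525) and luciferase output by luminescence.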
A549 viability: kills or reduces viability of A549 cells in Nrf2 counter-screen | A549 ARE-Fluc cells, CellTiter-Fluor viability, 18-24 h | Potency, µM (top dose mostly 46 µM), for the others: at the top dose activity change, negative = cytotoxicity, usual class: inhibitors | 0.16% of 390,000 active; note: potency is the fitted concentration of half-maximal effect; % is set by controls: 0 for no effect and ±100 for the full control effect
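A549 ARE-Fluc cells in 5% FBS OPTI-MEM, 5000 cells/well, rested 2 h then exposed to compounds in concentration-response for 18-24 h at 37 °C. Viability by CellTiter-Fluor fluorescence (Ex 405/Em 525) after 30 min; luciferase luminescence (BugLite, 15 min, RT) read afterwards.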
Akt phos inh: blocks phosphorylation of Akt; Neuro2A IGF-stimulated pAkt S473 HTRF, 20 min; hits give low values; activity change, % for hits at 50 µM; 0.32% of 360,000 active; AID 651550; in the data active = activity change below about -80%; inconclusive = mostly about -51% to -80%; note: % is set by controls: 0 for no effect and ±100 for the full control effect
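Single-point screen (50 µM final compound) in Neuro2A cells stimulated 20 min with 6 nM IGF at 37 deg C. After lysis, Ser473-phosphorylated Akt read by HTRF (ex 330 nm, em 615/665 nm) as the 665/615 ratio.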
* marks the source's active call; other numbers are inactive results; i = inactive; ? = inconclusive; . = no result given; [ ] = another dose, or the depositor's remark. Unless noted, calls come from the whole dose curve; as a rule, active = well fitted curve in the direction sought with a large enough effect; inconclusive = small, poorly fitted or top-dose-only effect, or another doubt; inactive = no such curve, though single readings can be large; an effect the other way counts as inactive or inconclusive. The list is partial. The share of hits here may be higher or lower than overall.

(1) COc1ccc(-n2nnnc2C(c2cccc(OC)c2OC)N2CCC(n3c(=O)[nH]c4ccccc43)CC2)cc1 (configuration not stated)
(2) Cc1cc2n(n1)C(c1cc(C(C)(C)C)c(O)cc1O)Nc1ccccc1-2 (configuration not stated)
(3) COc1cc(OC)cc(C(=O)Nc2nc(-c3nnn(-c4ccc(C)cc4)c3C)ns2)c1
(4) NNC(N)=O
(5) CC12CCC(=O)C=C1CC(N1CC1)C1C2CCC2(C)C(O)CCC12 (configuration not stated)
(6) COc1cc(N2C(=O)CC(=O)NC2=O)cc(OC)c1OC
assay / compound	1	2	3	4	5	6
Mm-Cpn inhibitor	.	.	.	4.0%	.	0.8%
Abeta rescue	0.0%	-7.9%	-20.1%	-24.0%	-5.7%	-7.8%
CCT chaperon mod	-1.6	.	.	-0.4	-2.2	-3.7
Nrf2 activator	0.6%	-1.1%	?	0.4%	0.2%	-0.7%
HepG2 viability	-14.3%	-108.2%	-21.9%	6.3%	2.2%	5.9%
TGFb SMAD3 inh	?	?	?	4.1%	6.4%	12.9%
Nrf2 block	.	9.5%	?	10.1%	?	5.8%
A549 viability	.	-4.1%	4.2%	-2.4%	-8.7%	3.8%
Akt phos inh	i	.	.	i	i	i

(7) Clc1ccccc1N1CCN(Cc2ccc3c(c2)OCO3)CC1
(8) CCOc1cc2c(cc1OCC)-n1cccc1C(c1ccccc1O)NC2 (configuration not stated)
(9) Cc1cccnc1-n1c(-c2ccco2)nc2ccccc2c1=O
(10) CC1CCN2c3nc4ccccn4c(=O)c3CC3(C(=O)N(C)C(=O)N(C)C3=O)C2C1 (configuration not stated)
(11) CCOC(=O)C1=C(N)OC2=C(C(=O)CCC2)C12C(=O)N(C)c1ccccc12 (configuration not stated)
(12) ClCC(Br)CBr (configuration not stated)
assay / compound	7	8	9	10	11	12
Mm-Cpn inhibitor	-1.2%	-0.1%	-1.1%	1.5%	-0.9%	-2.0%
Abeta rescue	21.1%	0.5%	1.4%	7.1%	3.3%	-24.4%
CCT chaperon mod	-0.2	-6.9	-1.3	-0.5	0.2	-1.2
Nrf2 activator	0.3%	1.5%	-0.7%	0.9%	0.4%	-0.2%
HepG2 viability	-42.6%	-23.7%	3.5%	-2.3%	2.4%	-10.8%
TGFb SMAD3 inh	?	-19.9%	-27.5%	2.0%	9.4%	20.4%
Nrf2 block	-9.2%	-9.1%	.	2.3%	-5.2%	-18.4%
A549 viability	-0.4%	-4.7%	-4.3%	-15.0%	3.2%	-0.3%
Akt phos inh	i	i	i	i	i	.

(13) COC(=O)C1=CO[C@H](C)[C@H]2CN3CC[C@@]4(C(=O)Nc5ccccc54)[C@@H]3C[C@H]12
(14) Cc1ccc(-c2ccc(=O)n(CCC(=O)N3CCC4(CC3)OCCO4)n2)cc1
(15) OCC12COC3c4ccccc4C(OC1)N32 (configuration not stated)
(16) CCc1ccc(NC(=O)CN2CC(c3ccccc3)CC2=O)cc1 (configuration not stated)
(17) CC(c1ccccc1)n1cncc1C(=O)O (configuration not stated)
(18) CCN(C(=O)COC(=O)c1cn(C)c2ccccc12)c1ccc(F)cc1
assay / compound	13	14	15	16	17	18
Mm-Cpn inhibitor	.	0.3%	0.0%	0.2%	-12.9%	3.4%
Abeta rescue	-13.5%	0.0%	3.8%	-18.0%	-5.1%	9.1%
CCT chaperon mod	0.5	-1.0	-3.8	1.7	-0.1	-2.9
Nrf2 activator	-0.2%	2.8%	-0.6%	-1.1%	0.0%	0.3%
HepG2 viability	-29.7%	-29.5%	1.2%	27.9%	13.4%	-13.2%
TGFb SMAD3 inh	-5.9%	?	-25.4%	-1.3%	-20.8%	-23.1%
Nrf2 block	0.0%	-11.1%	15.8%	12.2%	11.5%	-37.9%
A549 viability	3.9%	-6.4%	-1.3%	14.9%	-11.7%	14.0%
Akt phos inh	i	i	i	i	i	i

(19) O=C(Nc1ccncc1)c1cccn(Cc2ccccc2)c1=O
(20) CC1(C)C(C(=O)N2CCN(C(=O)c3ccccc3)CC2)C1(C)C
(21) CCN(CC)CCCN=Cc1c(O)n(CCc2ccc(OC)c(OC)c2)c(=O)[nH]c1=O
(22) CC1=C2CCC3C(CCC4=CC(=O)CCC43C)C2CC1 (configuration not stated)
(23) CC(CCc1ccccc1)NC(C)C(O)c1ccc(O)cc1 (configuration not stated)
(24) C=CCNC(=S)Nc1ccc(OC(=O)Nc2ccc(Cl)c(Cl)c2)cc1
assay / compound	19	20	21	22	23	24
Mm-Cpn inhibitor	-1.2%	-0.6%	2.4%	.	1.2%	-2.3%
Abeta rescue	3.5%	-0.6%	-8.0%	-23.5%	-25.8%	-47.9%[inhibitor]
CCT chaperon mod	1.1	0.2	0.3	1.3	-1.8	1.4
Nrf2 activator	1.4%[9.22 µM]	-0.6%	0.0%	2.7%	-0.1%	3.2%
HepG2 viability	-17.8%	15.8%	4.6%	-18.9%	-35.2%	-4.4%
TGFb SMAD3 inh	-22.8%	-1.0%	-0.6%	-25.0%	-5.5%	?
Nrf2 block	?	5.0%	9.1%	-4.6%	6.6%	6.9%
A549 viability	-1.0%	-2.4%	1.7%	2.1%	0.5%	0.1%
Akt phos inh	i	i	i	i	i	i

(25) CCN(CC)C1=NC(=[N+](CC)CC)c2ccccc21
(26) O=C(O)C1C2c3ccccc3C(O)C1(C(=O)O)c1ccccc12 (configuration not stated)
(27) C=Cn1ccnc1P(=S)(c1c(C)nn(-c2ccccc2)c1C)c1nccn1C=C
(28) NC(=O)CSP(=O)(c1ccccc1)c1ccccc1
(29) Cc1onc(-c2c(Cl)cccc2Cl)c1/C(N)=N/OC(=O)N(C)C
(30) COc1ccc(CCNc2nccn(-c3ccc(C)c(C)c3)c2=O)cc1OC
assay / compound	25	26	27	28	29	30
Mm-Cpn inhibitor	-1.2%	.	-0.5%	0.9%	0.7%	.
Abeta rescue	6.7%	0.0%	7.3%	5.5%	12.0%	0.2%
CCT chaperon mod	1.5	-2.1	0.3	-1.0	-0.2	.
Nrf2 activator	-0.2%	0.3%	-0.4%	-1.1%	4.4%	-1.0%
HepG2 viability	-19.3%	7.8%	2.1%	-1.7%	5.6%	-20.9%
TGFb SMAD3 inh	-11.9%	-10.1%	-9.3%	30.3%[activator]	-1.7%	?
Nrf2 block	2.06µM*	-5.0%	?	.	-7.1%	?
A549 viability	?	1.0%	-7.1%	4.7%	-7.8%	-18.9%
Akt phos inh	i	i	i	i	i	.

Excerpt, nos. 24 to 27
(24) C=CCNC(=S)Nc1ccc(OC(=O)Nc2ccc(Cl)c(Cl)c2)cc1
(25) CCN(CC)C1=NC(=[N+](CC)CC)c2ccccc21
(26) O=C(O)C1C2c3ccccc3C(O)C1(C(=O)O)c1ccccc12 (configuration not stated)
(27) C=Cn1ccnc1P(=S)(c1c(C)nn(-c2ccccc2)c1C)c1nccn1C=C
assay / compound	24	25	26	27
Mm-Cpn inhibitor	-2.3%	-1.2%	.	-0.5%
Abeta rescue	-47.9%[inhibitor]	6.7%	0.0%	7.3%
CCT chaperon mod	1.4	1.5	-2.1	0.3
Nrf2 activator	3.2%	-0.2%	0.3%	-0.4%
HepG2 viability	-4.4%	-19.3%	7.8%	2.1%
TGFb SMAD3 inh	?	-11.9%	-10.1%	-9.3%
Nrf2 block	6.9%	2.06µM*	-5.0%	?
A549 viability	0.1%	?	1.0%	-7.1%
Akt phos inh	i	i	i	i

New compounds follow:
(31) CC(C)(C)n1nnnc1C(c1ccccc1)N1CCC2(CC1)C(=O)NCN2c1ccccc1 (configuration not stated)
(32) O=C(O)c1ccc(/C=C/c2nc3ccccc3c(=O)n2-c2ccc(Br)cc2)cc1
(33) O=C(CNC(=O)c1cccs1)OCC(=O)c1ccc([N+](=O)[O-])cc1
(34) CCOP(=O)(OCC)C(NC(=O)c1cccc2ccccc12)C(Cl)(Cl)Cl (configuration not stated)
(35) CCOC(=O)C1(c2ccccc2)Oc2ccccc2C(c2ccc(OC)cc2)=C1C(=O)OC (configuration not stated)
(36) O=C1NC(=O)N(Cc2ccco2)C(=O)/C1=C\c1ccc(-c2ccc(F)cc2)o1
assay / compound	31	32	33	34	35	36
Mm-Cpn inhibitor	.	2.0%	0.2%	2.7%	-1.3%	1.1%
Abeta rescue	-8.9%	-17.2%	-3.3%	12.6%	-4.6%	-60.0%[inhibitor]
CCT chaperon mod	-1.8	0.4	0.3	-0.3	-0.9	-1.4
Nrf2 activator	0.6%	?	4.7%	5.2%	14.4%	4.6%
HepG2 viability	6.8%	-3.4%	3.3%	-25.4%	-31.6%	12.6µM*
TGFb SMAD3 inh	-10.0%	-4.7%	4.1%	-11.4%	?	?
Nrf2 block	.	-2.6%	?	13.0%	-18.8%	?
A549 viability	.	-0.6%	5.9%	3.5%	-2.9%	-9.3%
Akt phos inh	i	i	i	i	i	i

(37) COC(=O)C1=C(c2cccc(OC)c2OC)C[C@@H]2CC[C@H]1N2C(=O)NCC1CC1
(38) CN1CCN(CCOC2c3ccccc3CSc3ccc(Cl)cc32)CC1 (configuration not stated)
(39) COc1cc(O)cc2c1cc([N+](=O)[O-])c1c(C(=O)O)cc3c(c12)OCO3
(40) Cc1cccc(-n2c(CC3C(=O)Nc4ccc(C)cc43)nc3ccccc3c2=O)c1 (configuration not stated)
assay / compound	37	38	39	40
Mm-Cpn inhibitor	.	0.4%	-3.5%	.
Abeta rescue	-5.5%	-9.6%	-6.7%	0.0%
CCT chaperon mod	0.3	0.2	-1.9	.
Nrf2 activator	0.0%	4.2%	4.4%	4.8%
HepG2 viability	-2.9%	-45.9%	-1.8%	-15.4%
TGFb SMAD3 inh	-0.8%	?	0.2%	-24.7%
Nrf2 block	-9.6%	5.2%	-4.8%	13.9%
A549 viability	-7.4%	-17.8%	-7.7%	-4.1%
Akt phos inh	i	i	i	.
